Arrestin-AP2 inh = human beta-arrestin and AP2 interaction inhibition; FITC-arrestin peptide / GST-AP2 beads, flow cytometry; AP2 beta2 appendage carries R879A mutation; inhibition, % at 10 µM; AID 504490; 0.31% of 340,000 active;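 active = inhibition above a set limit, near 3 SD of compounds lacking own fluorescence, cut at about 54% in these data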;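 also: plate controls were DMSO wells for no effect and 5 µM unlabelled arrestin peptide for full effect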
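System: GST-AP2 R879A bound to glutathione beads, E. coli-expressed. Also added: 50 nM FITC-arrestin peptide. Schedule: compound with beads 12 min RT, then probe 1 h RT. Signal: bead flow cytometry, FITC channel. Read-out basis: percent response.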
C-LANA FP = blocks KSHV LANA C-terminal domain binding to DNA; MBP-C-LANA/FAM-LBS DNA binding, fluorescence polarization; inhibition, % at 9 µM; 0.078% of 340,000 active; AID 504423;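 active = highest replicate inhibition at or above 60% at 9 µM, even if other replicates fall short; inactive = all replicates below 60% inhibition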;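 also: 0% = neutral control wells and 100% = 4 µM acridine orange control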
Keap1 Nrf2 FP = inhibitors of human Keap1-Nrf2 protein-protein interaction. Keap1 Kelch-Nrf2 peptide fluorescence polarization, 1536-well. 0.15% of 340,000 active. Q14145. inhibition, % at 9.4 µM. AID 504523; in the data active = inhibition above about 12%;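 also: human Keap1 Kelch domain with fluorescein labeled Nrf2 9mer peptide probe; 0% = neutral control wells and 100% = peptide positive control; higher means more block of Keap1 binding to Nrf2 peptide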
NSD2 inh = NSD2 (human) methyltransferase inhibition. O96028. NSD2 peptide methylation, AlphaScreen, 120 min. inhibition, % at 12.5 µM. 0.54% of 310,000 active; in the data active = inhibition above about 50%
Target sequence (O96028 whole entry, looked up): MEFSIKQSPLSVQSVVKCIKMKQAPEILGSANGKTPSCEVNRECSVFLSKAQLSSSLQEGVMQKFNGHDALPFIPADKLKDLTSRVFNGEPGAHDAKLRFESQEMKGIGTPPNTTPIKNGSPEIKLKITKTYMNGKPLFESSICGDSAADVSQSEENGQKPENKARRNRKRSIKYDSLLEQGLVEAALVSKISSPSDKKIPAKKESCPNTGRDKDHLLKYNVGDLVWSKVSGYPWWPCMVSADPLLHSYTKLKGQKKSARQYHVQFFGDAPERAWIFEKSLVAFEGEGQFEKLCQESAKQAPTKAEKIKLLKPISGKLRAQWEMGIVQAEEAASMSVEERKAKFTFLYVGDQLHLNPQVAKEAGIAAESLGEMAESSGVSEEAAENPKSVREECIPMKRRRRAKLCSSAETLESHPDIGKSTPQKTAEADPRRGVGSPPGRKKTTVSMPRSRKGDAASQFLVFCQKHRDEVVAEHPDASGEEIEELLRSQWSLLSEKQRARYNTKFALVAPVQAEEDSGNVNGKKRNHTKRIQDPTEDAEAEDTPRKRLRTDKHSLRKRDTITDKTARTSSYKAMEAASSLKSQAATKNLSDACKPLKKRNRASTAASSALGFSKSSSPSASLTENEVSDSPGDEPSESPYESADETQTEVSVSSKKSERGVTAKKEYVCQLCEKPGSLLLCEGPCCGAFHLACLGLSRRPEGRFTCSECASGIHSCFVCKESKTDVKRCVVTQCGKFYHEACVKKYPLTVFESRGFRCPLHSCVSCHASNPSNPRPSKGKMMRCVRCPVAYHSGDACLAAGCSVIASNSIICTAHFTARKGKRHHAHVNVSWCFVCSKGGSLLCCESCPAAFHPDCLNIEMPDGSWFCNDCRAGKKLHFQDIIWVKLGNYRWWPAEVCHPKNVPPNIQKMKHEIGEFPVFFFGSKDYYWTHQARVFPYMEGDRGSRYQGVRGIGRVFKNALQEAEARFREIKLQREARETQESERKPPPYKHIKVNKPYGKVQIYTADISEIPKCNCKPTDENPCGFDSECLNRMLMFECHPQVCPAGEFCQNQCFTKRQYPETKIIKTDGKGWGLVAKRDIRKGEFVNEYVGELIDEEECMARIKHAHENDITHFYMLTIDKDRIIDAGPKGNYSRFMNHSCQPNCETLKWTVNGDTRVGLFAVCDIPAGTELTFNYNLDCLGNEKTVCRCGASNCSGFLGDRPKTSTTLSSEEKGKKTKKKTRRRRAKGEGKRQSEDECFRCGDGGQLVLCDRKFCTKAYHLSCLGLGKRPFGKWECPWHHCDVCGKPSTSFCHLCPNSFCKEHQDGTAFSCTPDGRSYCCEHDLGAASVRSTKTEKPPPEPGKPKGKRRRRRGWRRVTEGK
RTF Ca sens inh = cardiac RTF calcium desensitization; 0.12% of 340,000 active; inhibition, % at 7.15 µM; P19429+P45379; IANBD-labeled cardiac RTF, Ca2+ fluorescence; AID 493244;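 active = inhibition above the mean inhibition of all tested compounds plus 3 SD, cut at about 17% in these data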;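 also: assay run at fixed EC70 calcium of 1.6 mM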
CAL PDZ FP-1 = blocks peptide binding to the human CAL PDZ domain | Q9HD26 | purified CAL PDZ, TMR-peptide fluorescence polarization, 1 h | inhibition, % at 24.9 µM | 0.92% of 300,000 active | AID 602252;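 active = mean inhibition of at least 30% with at least half of replicates also reaching 30%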;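 also: 0% = DMSO neutral control and 100% = excess unlabeled competitor peptide PRC23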
DSG3 Ab inh = inhibitors of pemphigus antibody binding to human desmoglein-3; P32926; DSG3-coupled beads, scFv-anti-DSG3-GFP binding, flow cytometry; stronger effect = lower value; binding (percent of control), % at 10 µM; 0.48% of 310,000 active; AID 588358;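 active = binding more than 3 SD below its plate's average and above zero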;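 also: hits lower antibody fragment binding to DSG3; some compounds called inactive have numbers as strong as hits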
V-ATPase pH = regulators of yeast V-ATPase proton transport; 0.37% of 350,000 active; response, % at 10 µM; S. cerevisiae, pHLuorin cytosolic pH fluorescence; in the data active = response mostly above about 7.3%, no sharp cut-off; inactive = mostly below about 5.4%; also: actives read high; inactives centre near 0; some compounds called inactive have numbers as strong as hits; reference of the scale not given here
CAL PDZ FP-2 = inhibitors of human CAL PDZ peptide binding; Q9HD26; purified CAL PDZ, TMR-peptide fluorescence polarization, 1 h; inhibition, % at 20 µM; 0.02% of 330,000 active; AID 504414;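 active = highest replicate inhibition of at least 40%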;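 also: plate controls were DMSO neutral control wells for no effect and unlabeled competitor peptide control wells for full effect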
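Material: tagged CAL PDZ domain; buffer or medium: 25 mM sodium phosphate pH 7.4, 150 mM NaCl, TCEP, IgG, Thesit; compound dosing: single point, 20 µM; schedule: 1 h incubation at room temperature before polarization reading; measured by: FP readout, S and P plane fluorescence; read-out basis: percent inhibition from loss of millipolarization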
DAGLB inhibitor = blocks human DAGLB lipase activity. 0.059% of 340,000 active. inhibition, % at 5.17 µM. AID 504411. HEK293T DAGLB membrane lysate, EnzChek fluorogenic substrate; in the data active = inhibition above about 34%;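 also: 0% = enzyme with vehicle and 100% = wells lacking enzyme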
Active calls of the source: *; · = not tested or not shown.

SMILES	Arrestin-AP2 inh	C-LANA FP	Keap1 Nrf2 FP	NSD2 inh	RTF Ca sens inh	CAL PDZ FP-1	DSG3 Ab inh	V-ATPase pH	CAL PDZ FP-2	DAGLB inhibitor
Cc1ccc(S(=O)(=O)NC(CC(C)C)C(=O)NCCCn2nc(C)cc2C)cc1 (configuration not stated)	-3	1.6	-3	0	3	-1	·	-4	0.0	2
CCOc1ccc(CC(=O)Nc2c3c(nn2C(C)(C)C)CS(=O)(=O)C3)cc1	8	-1.7	-5	·	-7	·	·	0	-0.7	-1
N/C(=N\OC(=O)N1CCOCC1)c1ccccc1	-1	-1.7	-2	-1	-2	0	106	3	-2.5	1
COc1cc(C2C3=C(CCCC3=O)Nc3c2c(C)nn3-c2cccc(C)c2)cc(OC)c1O (configuration not stated)	6	0.4	-2	1	3	-8	90	0	0.2	-1
COc1ccc(C(=O)C2CCCN(Cc3cccn3-c3nccs3)C2)cc1OC (configuration not stated)	-4	-0.2	0	5	-14	-3	104	-3	-0.6	-4
O=C(NCc1ccccc1)N1CCN(c2ccc(F)cc2)CC1	11	-0.4	-4	-3	-14	-3	100	0	-2.2	-9
COc1ccc(C2CC(c3ccccc3)=NN2C(=O)COC(=O)c2cccc(S(=O)(=O)N3CCOCC3)c2)cc1 (configuration not stated)	54	0.3	-1	-1	9	-1	91	-2	-1.9	0
CCC(=O)N(C)C(c1ccccc1Cl)c1nnnn1-c1c(C)cccc1C (configuration not stated)	5	-0.4	-5	2	2	0	100	3	-2.1	-3
NC(=O)c1ccccc1NC(=O)CN1CCCCCC1	-6	0.1	-6	-6	-6	-2	104	-4	0.9	-1
COc1ccc(Cc2n[nH]c(=S)n2Cc2ccccc2)cc1Cl	-63	0.4	0	6	0	-2	114	3	-0.4	1
O=C1N(c2ccccc2)C[C@@H]2C[C@@H](c3cccs3)N3CCC[C@@]123	-5	0.2	-1	19	-8	-5	108	2	-1.7	-1
Cc1ccc(S(=O)(=O)Nc2cccc3c2O[C@@H](CN(C)C(=O)Nc2ccc4c(c2)OCO4)[C@H](C)CN([C@@H](C)CO)C3=O)cc1	34	0.4	-1	·	-7	-2	101	2	0.2	1
O=C1c2cccc(OCC(=O)N3CCCc4ccccc43)c2CCN1Cc1cccnc1	-4	-1.9	-6	-1	5	-3	116	1	-2.7	0
NCC1OC(n2cnc3c(N)ncnc32)CC1O (configuration not stated)	-5	-0.1	-1	1	2	0	·	0	-0.1	4
COc1ccc(NC(=O)CCn2nnc(-c3ccc(C)cc3)n2)cc1OC	23	1.0	-1	0	11	13	·	-7	-0.3	-8
COc1ccccc1C1=NOC(Cn2c(NCC3CCCO3)nc3c2c(=O)n(C)c(=O)n3C)C1 (configuration not stated)	19	-2.3	5	-2	-4	-1	102	0	-0.3	1
CN1CCCC(OC(=O)c2ccc(Cl)cc2)C1 (configuration not stated)	32	0.6	1	1	-1	-4	90	-3	0.8	-2
Cc1cccc(-c2n[nH]c([N+](=O)[O-])n2)c1	-9	0.1	-4	1	1	0	·	4	-1.8	3
Cc1ccc2nc(SCc3cccc([N+](=O)[O-])c3)nc(C)c2c1	-3	1.2	-3	1	-4	-6	102	6	-1.9	-5
CCOC(=O)CSc1nc2c(c(-c3ccc(C)o3)c1C#N)CCCC2	-3	0.9	-2	4	-4	·	102	-2	-1.4	-17
Cn1[nH]c(CSc2ccc(Cl)cc2)cc1=O	-8	-0.2	0	7	-9	-7	86	0	-2.4	16
O=C(Nc1ccc(N2CCN(Cc3ccccc3)CC2)cc1)c1ccccc1[N+](=O)[O-]	·	-0.1	-4	2	-12	0	136	-1	-1.9	0
COc1cc(/C=N/NC(N)=O)c(Br)cc1OCC(=O)Nc1ccccc1C	1	-1.7	2	-12	2	-4	·	6	-0.6	-1
N#CCc1ccc(NC(=O)c2ccc(CN3CCc4ccccc4C3)cc2)cc1	-3	0.3	-3	-3	1	-1	99	-2	-0.1	0
OCCN1CCN(CCO)C1=S	2	4.1	-2	·	3	-2	111	-1	0.2	-2
C=CCSc1nsc(N)n1	0	-0.4	2	·	7	1	103	-3	-3.2	1
COc1ccccc1CNC(=O)CCN1C(=O)c2ccccc2C1=O	2	1.3	1	0	-11	0	103	-2	-0.7	-3
CCCOc1ccc(Cc2c(Cl)nc(SC)nc2NC)cc1	26	0.8	1	-5	-6	-1	109	5	-0.8	-9
CCOc1ccc(C(=O)OC2CCN(C)CC2)cc1	1	0.6	-2	6	-11	-2	105	2	-0.5	-3
COc1ccc(/C=C2\Oc3cc(OC(=O)N4CCOCC4)ccc3C2=O)c(OC)c1	-8	2.8	1	-3	-51	-6	97	5	0.4	-5
COc1ccc(CC(=O)Nc2ccc(S(=O)(=O)Nc3cc(OC)nc(OC)n3)cc2)cc1	5	0.3	3	0	6	-1	99	-3	-1.7	-2
CCC(NC(=O)c1ccccc1Br)c1ccccc1 (configuration not stated)	9	0.0	2	-1	1	-17	98	11	-1.9	2
CCCCN1C(=O)C(=O)N(CC(=O)Nc2cccc(C(C)=O)c2)C1=O	26	-1.2	3	4	1	-2	98	2	-1.6	-2
Cn1c(N)c(C(=O)COC(=O)/C=C/c2ccccc2)c(=O)n(C)c1=O	10	-1.4	0	1	-20	-2	117	6	-0.5	-2
CC1=C2C3OC(=O)C(C)C3CCC2(C)C=C(Br)C1=O (configuration not stated)	·	·	·	-2	·	·	95	-1	·	-5
C#CCO[C@@H]1C[C@H](n2ccc(NC(=O)c3ccccc3)nc2=O)O[C@@H]1CO	-1	-1.0	-2	·	-6	-6	100	1	2.0	1
CCOC(=O)Cc1csc(NS(C)(=O)=O)n1	10	-0.1	0	·	10	-1	99	5	-0.1	-7
CC1CCN(c2ccc(NC(=O)C3CCCN3S(=O)(=O)c3ccc(F)cc3)cc2)CC1 (configuration not stated)	2	0.2	-4	6	-4	-1	102	2	-0.7	7
Cc1ccc(NC(=O)c2ccc(S(=O)(=O)N3CCCC3)cc2)nc1	3	0.0	-4	0	6	·	105	0	-0.1	0
O=C(CSc1nnnn1C1CCCCC1)Nc1ccccc1N1CCOCC1	2	-1.9	3	-2	-2	9	100	8	-0.9	2
COc1ccc(C)cc1NC(=O)C(Sc1nncn1C)c1ccccc1 (configuration not stated)	34	0.4	0	29	1	15	102	2	-0.9	2
CCC1CCCCN1C(=S)Nc1ccc(SC(F)F)cc1 (configuration not stated)	-12	1.2	-2	-1	2	0	93	0	0.0	1
CC1=C(C(=O)Nc2ccccn2)C(c2ccc(N(C)C)cc2)n2ncnc2N1 (configuration not stated)	10	0.9	0	2	1	0	104	-2	-2.0	-1
COC(=O)c1cc(NS(=O)(=O)c2ccc(Cl)c(N3C(=O)c4ccc(C(=O)O)cc4C3=O)c2)cc(C(=O)OC)c1	20	2.1	5	-4	-2	-7	97	-1	-5.6	4
Cc1ccc(C2C(C#N)=C3N=C(N)c4ccccc4N3C3=C2C(=O)CCC3)cc1 (configuration not stated)	33	-0.2	-1	-1	4	-4	103	-4	-2.9	2
O=C(N/N=C\c1ccc(Br)o1)C1COc2ccccc2O1 (configuration not stated)	10	1.1	-5	2	-12	-3	95	5	-1.7	0
COc1ccc(Cl)cc1NC(=O)CN1C(=O)NC(Cc2c[nH]c3ccccc23)C1=O (configuration not stated)	11	0.1	0	14	-11	-3	·	0	-0.1	-1
FC(F)(F)c1cccc(Cc2noc(CN3CCCC(OCc4ccccn4)C3)n2)c1 (configuration not stated)	-9	0.1	-6	8	9	2	116	-1	-0.2	-4

Ordered by molar mass (lowest first): some entries from above
SMILES	Arrestin-AP2 inh	C-LANA FP	Keap1 Nrf2 FP	NSD2 inh	RTF Ca sens inh	CAL PDZ FP-1	DSG3 Ab inh	V-ATPase pH	CAL PDZ FP-2	DAGLB inhibitor
CCC(NC(=O)c1ccccc1Br)c1ccccc1 (configuration not stated)	9	0.0	2	-1	1	-17	98	11	-1.9	2
CC1=C2C3OC(=O)C(C)C3CCC2(C)C=C(Br)C1=O (configuration not stated)	·	·	·	-2	·	·	95	-1	·	-5
CCC1CCCCN1C(=S)Nc1ccc(SC(F)F)cc1 (configuration not stated)	-12	1.2	-2	-1	2	0	93	0	0.0	1
Cn1c(N)c(C(=O)COC(=O)/C=C/c2ccccc2)c(=O)n(C)c1=O	10	-1.4	0	1	-20	-2	117	6	-0.5	-2
Cc1ccc(NC(=O)c2ccc(S(=O)(=O)N3CCCC3)cc2)nc1	3	0.0	-4	0	6	·	105	0	-0.1	0
O=C(N/N=C\c1ccc(Br)o1)C1COc2ccccc2O1 (configuration not stated)	10	1.1	-5	2	-12	-3	95	5	-1.7	0
COc1ccc(C)cc1NC(=O)C(Sc1nncn1C)c1ccccc1 (configuration not stated)	34	0.4	0	29	1	15	102	2	-0.9	2
C#CCO[C@@H]1C[C@H](n2ccc(NC(=O)c3ccccc3)nc2=O)O[C@@H]1CO	-1	-1.0	-2	·	-6	-6	100	1	2.0	1
CC1=C(C(=O)Nc2ccccn2)C(c2ccc(N(C)C)cc2)n2ncnc2N1 (configuration not stated)	10	0.9	0	2	1	0	104	-2	-2.0	-1
Cc1ccc(C2C(C#N)=C3N=C(N)c4ccccc4N3C3=C2C(=O)CCC3)cc1 (configuration not stated)	33	-0.2	-1	-1	4	-4	103	-4	-2.9	2
O=C(CSc1nnnn1C1CCCCC1)Nc1ccccc1N1CCOCC1	2	-1.9	3	-2	-2	9	100	8	-0.9	2
FC(F)(F)c1cccc(Cc2noc(CN3CCCC(OCc4ccccn4)C3)n2)c1 (configuration not stated)	-9	0.1	-6	8	9	2	116	-1	-0.2	-4
CC1CCN(c2ccc(NC(=O)C3CCCN3S(=O)(=O)c3ccc(F)cc3)cc2)CC1 (configuration not stated)	2	0.2	-4	6	-4	-1	102	2	-0.7	7

Compound activity: PubChem BioAssay, several laboratories

Only part of the results is shown; the hit share may differ from the screen's.
